Bioassay records from PubChem BioAssay.
CXCR6 block – CXCR6 receptor inhibitors, primary screen, cell-based, beta-arrestin, luminescence, CHO-K1 PathHunter, 1536-well | C-X-C chemokine receptor type 6 (Homo sapiens), O00574 | inhibition, % at 20 µM | hit rate 0.36% among 360,000 | AID 602244, 2012; in the data active = inhibition above about 34%, passing the limit was not always enough;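 also: antagonist mode with CXCL16 agonist at 10 nM final; 0% = 10 nM CXCL16 with DMSO and 100% = unstimulated wells without agonist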
Target sequence (O00574 whole entry, looked up): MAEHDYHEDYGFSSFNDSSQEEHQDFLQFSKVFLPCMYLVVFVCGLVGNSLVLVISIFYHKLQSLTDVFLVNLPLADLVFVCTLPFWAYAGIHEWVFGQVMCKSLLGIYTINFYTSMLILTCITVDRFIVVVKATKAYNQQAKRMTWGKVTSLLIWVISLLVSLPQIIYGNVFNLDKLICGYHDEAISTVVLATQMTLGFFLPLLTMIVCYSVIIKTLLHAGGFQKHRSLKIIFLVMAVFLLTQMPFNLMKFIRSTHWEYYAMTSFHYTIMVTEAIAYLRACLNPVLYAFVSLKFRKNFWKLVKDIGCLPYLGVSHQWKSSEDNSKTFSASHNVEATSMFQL
EBI2 block – EBI2 receptor antagonists, beta-arrestin recruitment, primary screen, cell-based, luminescence, 7a,25-OHC stimulation, uHTS; G-protein coupled receptor 183 (Homo sapiens), P32249; 7a,25-OHC stimulated; inhibition, % at 5 µM; hit rate 0.81% among 360,000; in the data active = inhibition above about 38%;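 also: enzyme fragment complementation signal reports receptor beta-arrestin coupling in cells; 0% = agonist plus DMSO wells and 100% = wells without agonist; some results beyond the cut were filed as inactive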
Target sequence (P32249 whole entry, looked up, the tested form may be a part): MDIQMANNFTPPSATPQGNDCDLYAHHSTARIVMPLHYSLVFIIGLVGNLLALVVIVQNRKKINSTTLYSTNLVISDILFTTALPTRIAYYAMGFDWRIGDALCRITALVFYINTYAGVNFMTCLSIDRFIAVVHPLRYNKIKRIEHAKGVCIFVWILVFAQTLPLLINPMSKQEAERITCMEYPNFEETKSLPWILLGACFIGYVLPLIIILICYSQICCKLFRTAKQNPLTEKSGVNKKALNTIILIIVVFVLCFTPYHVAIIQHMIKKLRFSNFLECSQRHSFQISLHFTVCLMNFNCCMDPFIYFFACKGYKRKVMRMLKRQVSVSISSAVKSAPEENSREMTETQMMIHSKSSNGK
Starred values were filed as active, the others as inactive. Only part of the results is shown. The share of hits here may be higher or lower than overall.

CXCR6 block | EBI2 block | mol
8 | 1 | Cc1ccccc1-n1c(SCC(=O)NC2CC2)nc2ccccc2c1=O
-10 | 4 | CCOC(=O)c1ccc(NC(=O)c2nc[nH]c2C(=O)N(C)CCO)cc1
8 | -4 | COc1ccc(C2=Nc3ccccc3NC(=O)C2N(CCCn2ccnc2)C(=O)c2cccc(S(C)(=O)=O)c2)cc1 (stereo not given)
6 | -9 | CCCCN1C(=O)C(CC(=O)NCc2cccs2)CC(C(=O)N(CC)CC)=C1C (stereo not given)
2 | 1 | Cc1cc(C)c(C(O)c2ncc(-c3ccccc3C)[nH]2)c(C)c1 (stereo not given)
-3 | 8 | Cc1c(C(=O)NCc2cccc([N+](=O)[O-])c2)sc(=O)n1Cc1cccc(F)c1
2 | -14 | CNc1ccc2ncc(-c3ccccc3NC(C)=O)n2n1
0 | -2 | CCCCOCCCNC(=O)C[C@@H]1C[C@@]2(C(=O)OCC)CCCC=C2N(Cc2ccco2)C1=O
-1 | -24 | NC(CCc1ccccc1)c1csc(Nc2ccc(C(F)(F)F)cn2)n1 (stereo not given)
-7 | -3 | CCOC(=O)C(=C1Nc2ccccc2N1)n1c(-c2cnccn2)nc2ccccc21
14 | 33 | Cc1ccc(C(=O)N2CCN(c3ccc4c(c3)C3CC4CCN3C(=O)OCc3ccccc3)CC2)cc1 (stereo not given)
15 | 23 | C#CCN(C[C@@H]1[C@@H](OC(=O)NC2CCCC2)[C@@H](OC(=O)NC2CCCC2)CN(C(=O)OC(C)C)N1C(=O)OC(C)C)S(=O)(=O)c1ccc(C)cc1
9 | -8 | O=C(NNC(=S)Nc1cccc(C(F)(F)F)c1)c1ccncc1
0 | -11 | CCCCC(c1nc2ccccc2[nH]1)n1c(-c2ccccc2)nc2ccccc21 (stereo not given)
3 | 0 | COc1cccc(OC)c1C(=O)N1CCN(Cc2c[nH]c3ccccc23)CC1

As entered above:
CCCCOCCCNC(=O)C[C@@H]1C[C@@]2(C(=O)OCC)CCCC=C2N(Cc2ccco2)C1=O – CXCR6 block = 0
Cc1cc(C)c(C(O)c2ncc(-c3ccccc3C)[nH]2)c(C)c1 (stereo not given) – EBI2 block = 1

(further entries)
CXCR6 block | EBI2 block | mol
2 | -5 | Cc1ccc(Cn2cc(CN3CC(N4CCN(C)CC4)CS3(=O)=O)nn2)cc1 (stereo not given)
-4 | -3 | CCc1ccc(CN(C)Cc2c(C(=O)N3CCOCC3)nc3c(C)cccn23)nc1
-11 | -1 | O=C(NCc1cccs1)c1csc(COCCO)n1
-2 | 3 | CCOC(=O)C1CCN(C(=O)c2sc3ncn(CC(=O)N4CCCCC4)c(=O)c3c2C)CC1
-2 | 11 | COc1ccc(NC(=O)c2cc(C3CCCCN3C(=O)OCc3ccccc3)on2)c(C)c1 (stereo not given)
8 | 9 | CC(C)N(C)c1ncnc2c1ncn2[C@H]1CN(Cc2ccc3c(c2)OCO3)C[C@@H](CO)O1
-4 | -33 | COc1ccccc1CNc1nc(Nc2ccccc2OC)c2sccc2n1
2 | -5 | C[N+](C)(C)CCNC(=O)c1ccccc1
-6 | -1 | N#Cc1ccc2[nH]cc(C3c4cc(F)ccc4C=C(c4ccsc4)N3c3ccc(C#CCCO)cc3)c2c1 (stereo not given)
-3 | -5 | C=CCC[C@H](CCCCC)OC(=O)/C=C/[C@@H](O)[C@H](O)C[C@@H](O)CC=C
0 | -8 | C[C@@H]1CCCCO[C@@H](CN(C)Cc2ccccc2)[C@@H](C)CN([C@H](C)CO)C(=O)c2cc(N(C)C)ccc2O1
3 | -1 | O=C(CCl)NC1(C(=O)O)CCCC1
-4 | -4 | CC1(c2ccc(Cl)cc2)NC(=O)N(CC(=O)Nc2ccc3c(c2)OCO3)C1=O (stereo not given)
-2 | -3 | CCOC(=O)C1(C)CCCN(C(=O)c2cc(F)cc(F)c2)C1 (stereo not given)
7 | 13 | CCc1nc2c(OCc3ccccc3C(=O)OC)cccn2c1N(C)C(=O)c1cccs1
-12 | -3 | C[C@H]1COc2cccc(N(C)CCO)c2S(=O)(=O)N1
-14 | -8 | NC(c1csc(Nc2nncc3ccccc23)n1)C1CCCCC1 (stereo not given)
2 | 3 | CN(C(=O)COc1ncnc2ccc(Br)cc12)C1CCCCC1
-1 | 10 | C=CCNc1nc(NCCNC(C)=O)c2sc(-c3ccccc3)cc2n1
4 | 11 | Cc1cccc(C)c1-n1nnnc1C1(C)CCC(=O)N1c1ccc(N2CCOCC2)cc1 (stereo not given)
0 | -8 | CC(C)(C)C(=O)NCc1ccc(C(=O)CSc2nnc3n2CCCCC3)s1
0 | -7 | CCCC(=O)N1CCC1(C)C(=O)NS(=O)(=O)c1cc(C)ccc1F (stereo not given)
11 | 5 | O=C1[C@H]2[C@@H](c3ccccc3)N[C@]3(CCCN(Cc4ccc(C(F)(F)F)cc4)C3=O)[C@H]2C(=O)N1Cc1ccccc1
-7 | -12 | CCNC(=O)N(C)[C@H]1C[C@H]2c3[nH]c4ccccc4c3CCN2C[C@H]1[C@H](C)O
4 | 0 | COc1ccc(CCC(=O)OCC(=O)NC2CCCC2)cc1OC
-8 | -1 | CC1(C(=O)NCC(F)(F)F)CCN1C(=O)C1(c2ccccc2)CC1 (stereo not given)
-4 | -2 | CS(=O)(=O)Nc1ccccc1-c1cccc2nccn12
-15 | -4 | NC(=O)c1cccc(Nc2nc(C(N)Cc3ccc(C(F)(F)F)cc3)cs2)n1 (stereo not given)
-2 | 26 | COc1ccc(OC)c(NC(=O)C2(C)CCN2C(=O)Cc2ccc(Cl)cc2Cl)c1 (stereo not given)
-2 | 0 | Cc1nc2n[nH]c(N)c2nc1C

Structures shown so far containing an aryl methoxy group (6):
CXCR6 block | EBI2 block | mol
8 | -4 | COc1ccc(C2=Nc3ccccc3NC(=O)C2N(CCCn2ccnc2)C(=O)c2cccc(S(C)(=O)=O)c2)cc1 (stereo not given)
3 | 0 | COc1cccc(OC)c1C(=O)N1CCN(Cc2c[nH]c3ccccc23)CC1
-2 | 11 | COc1ccc(NC(=O)c2cc(C3CCCCN3C(=O)OCc3ccccc3)on2)c(C)c1 (stereo not given)
-4 | -33 | COc1ccccc1CNc1nc(Nc2ccccc2OC)c2sccc2n1
4 | 0 | COc1ccc(CCC(=O)OCC(=O)NC2CCCC2)cc1OC
-2 | 26 | COc1ccc(OC)c(NC(=O)C2(C)CCN2C(=O)Cc2ccc(Cl)cc2Cl)c1 (stereo not given)

Entries from the list above with two or more sulfur atoms (two):
CXCR6 block | EBI2 block | mol
-11 | -1 | O=C(NCc1cccs1)c1csc(COCCO)n1
0 | -8 | CC(C)(C)C(=O)NCc1ccc(C(=O)CSc2nnc3n2CCCCC3)s1

The results go on.
CXCR6 block | EBI2 block | mol
2 | 6 | CCCCn1nnnc1C(c1ccccc1)N1CCN(c2ccc(OC)cc2)CC1 (stereo not given)
-4 | -6 | COc1ncnc2c1ncn2CCCNCC(C)c1ccccc1 (stereo not given)
0 | 3 | O=C(NCc1ccccc1)c1cc(C2CCCCN2S(=O)(=O)c2ccccc2)on1 (stereo not given)
-3 | -24 | COc1ccc(C(N)c2csc(Nc3ccc(C(F)(F)F)cn3)n2)cc1 (stereo not given)
-3 | 7 | COc1ccc(C#Cc2ccc3c(c2)O[C@H](CN(C)S(=O)(=O)c2ccccc2F)[C@H](C)CN([C@H](C)CO)S3(=O)=O)cc1
12 | 2 | COc1ccc(C(=O)c2[nH]c(N)c(C(=O)NCCc3c[nH]c4ccccc34)c2-c2ccc(C(F)(F)F)cc2)cc1
-2 | 2 | Cc1ccccc1OCCC(=O)OCC(=O)Nc1ccc(C)c(S(=O)(=O)N2CCCCC2)c1
3 | 9 | O=C(O)c1ccc(COc2ccc([N+](=O)[O-])cc2Cl)cc1
-8 | -13 | Cc1ccc(CNS(=O)(=O)c2ccc(Cl)s2)cc1
-11 | -3 | CC1(Cc2ccc(F)cc2)C(=O)Nc2ccc(S(=O)(=O)NC3CCCCC3)cc21 (stereo not given)
13 | -9 | CSc1ccc(NC(=O)C2(C)CCN2C(=O)C2(c3ccccc3)CC2)cc1 (stereo not given)
-6 | -4 | C[C@H](CO)N1C[C@H](C)[C@@H](CN(C)S(=O)(=O)c2ccc3c(c2)OCCCO3)OCc2cn(nn2)CCCC1=O
-4 | 5 | Cc1cc(S(=O)(=O)Nc2ccc(C(=O)NCCN3CCOCC3)cc2)ccc1F
3 | 8 | COc1cccc(/C=C2\SC(=S)N(CCCC(=O)N3CCOCC3)C2=O)c1
3 | 19 | COc1ccc(-n2nnnc2C(C2CC2)N2CCN(C/C=C/c3ccccc3)CC2)cc1 (stereo not given)
-2 | -2 | CC(C)C[C@H]1CN([C@@H](Cc2ccc(O)cc2)CN2CCC[C@H]2CN2C(=O)C(=O)NC[C@@H]2Cc2ccc(O)cc2)C(=O)C(=O)N1CCc1ccccc1
7 | 2 | CC1(C)CC(=O)C=C(c2cccc(OC(=O)c3ccc(Br)cc3)c2)C1=O
-3 | 2 | C=C1CCC2C(C)(C(=O)O)CCCC2(C)C1CCC(CO)CCO (stereo not given)
5 | 7 | O=C(CSc1nc2ccccc2c(=O)n1-c1ccc(F)c(Cl)c1)Nc1ccc2c(c1)CCC2
2 | 27 | C[C@H](O)C#Cc1ccc2c(c1)O[C@@H](CN(C)Cc1ccc(-c3ccccc3)cc1)[C@H](C)CN([C@@H](C)CO)S2(=O)=O
3 | 1 | COc1cccc(C(C)(O)c2nc(-c3cccc(C#N)c3)cs2)c1 (stereo not given)
0 | -4 | CCCNC(=O)c1cc(C2CCCCN2S(C)(=O)=O)on1 (stereo not given)
2 | -6 | Cc1ccc(S(=O)(=O)N2C[C@H]3n4c(=O)ccc(=O)n4C[C@H](OC(=O)NCc4ccco4)[C@@]3(O)C2)cc1
1 | -3 | CCCNC(=O)C1(C)CCCN(Cc2ccc(-c3ccccn3)cc2)C1 (stereo not given)
-4 | 2 | CCCS(=O)(=O)NC(=O)C1(C)CCCN(C(=O)C(C)(C)Oc2ccc(Cl)cc2)C1 (stereo not given)
1 | 0 | COc1ccc(NC(=O)C2Cc3c(-c4ccccc4Oc4ccccc4)ccnc3O2)cc1OC (stereo not given)
-7 | -4 | C[n+]1cccc(NC(=O)c2ccccc2)c1
-6 | -27 | O=[N+]([O-])c1ccc(S(=O)(=O)N2CCN(c3ccccn3)CC2)cc1
1 | 0 | C[C@H](NC(=O)c1ncn2c1C(=O)NC[C@H]2C)C(=O)OC(C)(C)C
-2 | -6 | O=C(NCc1ccccc1Cl)c1ccc2nc([C@@H]3O[C@H](CO)[C@@H](O)[C@H]3O)[nH]c2c1
2 | 0 | COc1ccc(CN2C(=O)C(CC(=O)NCCCCc3ccccc3)CC(C(=O)N(C)C)=C2C)cc1 (stereo not given)
2 | -1 | CCc1nc2c(OCCc3cccc(OC)c3)cccn2c1N(C)C(=O)c1ccc(C)cc1
-3 | -3 | CCCNC(=O)C1(C)CCCN(C(=O)COCc2ccccc2)C1 (stereo not given)
-1 | 1 | O=CN1CCN(C(=O)Cc2ccc(Cl)cc2)CC1
7 | -4 | CCCN1CCC(C(=O)NC(c2ccc(F)cc2)c2ncccc2C)CC1 (stereo not given)
-9 | -2 | CCCCC(=O)N(C)c1c(CC)nc2c(OCCC)cccn12
4 | -16 | Cn1c(=O)c2c(-c3ccccc3)n(-c3ccccc3F)cc2n(C)c1=O
8 | 18 | CCCCCC(=O)N1C[C@@H](n2cc(COC(=O)c3ccccc3)nn2)[C@H](O)C[C@@H]1c1ccc(Cl)cc1
-12 | -4 | COc1ccc(CCNC(=O)c2cc3ccc(Cl)cc3nc2N)cc1
-13 | -20 | O=[N+]([O-])c1ccc(C=NN2CCNC2=S)o1
-10 | 1 | CC1CN(C(=O)COC(=O)/C=C/c2ccccc2)CC(C)O1 (stereo not given)
2 | -16 | CCCC(=O)N1CCC1(C)C(=O)NS(=O)(=O)c1ccc(C#N)cc1 (stereo not given)
-11 | 3 | Cc1ccc(OC2CCN(C(=O)[C@H]3O[C@@H](n4ccc(=O)[nH]c4=O)[C@H](O)[C@@H]3O)CC2)cc1
-10 | -3 | OC(c1ccccc1)c1nc(-c2cccc(C(F)(F)F)c2)cs1 (stereo not given)
-7 | 4 | CCCCCCN1C[C@@H](n2cc(C3CC3)nn2)[C@H](O)C[C@@H]1c1ccc(Cl)cc1
-7 | 11 | COc1ccc(CCCNC(=O)C2Cc3c(-c4cccc(NC(C)=O)c4)ccnc3O2)cc1 (stereo not given)
-1 | 0 | CC(C)n1nnnc1C1c2ccccc2C(=O)N1CCCn1ccnc1 (stereo not given)
7 | 3 | CC(C)C[C@@H]1COc2cccc(N(C)CCO)c2S(=O)(=O)N1
7 | 5 | CCOC(=O)C1=CCN(S(=O)(=O)c2ccc(C)cc2)C1c1ccc(Br)cc1 (stereo not given)
2 | 15 | CCOc1ccc(Cl)cc1-c1cc(C(=O)Nc2ccc(OC)cc2OC)[nH]n1
-4 | -4 | CCN1C(=O)[C@H]2[C@@H](c3ccc(C)cc3)N[C@]3(CCCN(Cc4ccc(C)cc4)C3=O)[C@H]2C1=O
-4 | 0 | Cc1cc(O)ccc1-c1cc(C(=O)NCc2cc(C(F)(F)F)cc(C(F)(F)F)c2)[nH]n1
-1 | -10 | C[C@@H]1ON(C)[C@H]2C[C@H]3c4[nH]c5ccccc5c4CCN3C(=O)[C@@H]12
2 | 1 | Cc1ccc(S(=O)(=O)N2CC3(O)CN(C(=O)OC(C)C)N(C(=O)OC(C)C)CC3(OC(=O)NC3CC3)C2)cc1 (stereo not given)
